# Avidin bead fluor: compound fluoresces at 488/530 nm on avidin beads | compound fluorescence 488/530 nm, flow cytometry; active compounds read high | fluorescence (KMESF) at 10 µM | hit rate 0.38% among 220,000 | AID 1775; in the data active = fluorescence above about 47; note: inactives centre near 10
# Pf gamet viab: kills late stage P. falciparum gametocytes; P. falciparum stage V gametocytes, ATP luminescence, 24 h; inhibition, % at 10.9 µM; hit rate 0.065% among 150,000; AID 743093;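 active = inhibition above the mean plus 3 SD of compounds within the control limits, set per campaign, cut at about 38% in these data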;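 note: 0% = DMSO wells and 100% = medium only without gametocytes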
# Mcl1-Noxa inh: Mcl-1/Noxa interaction inhibition | inhibition, % at 21.7 µM | hit rate 1.5% among 220,000 | TR-FRET Mcl-1/Noxa peptide binding, 2 h;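 active = compounds that cut the protein-peptide binding signal by more than 50% relative to plate controls in a single-dose test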;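 note: His-tagged Mcl-1 with rhodamine Noxa BH3 peptide and terbium anti-His antibody; 0% = Mcl-1 plus Noxa peptide wells and 100% = peptide-only wells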
# Target sequence (Q07820 whole entry, looked up): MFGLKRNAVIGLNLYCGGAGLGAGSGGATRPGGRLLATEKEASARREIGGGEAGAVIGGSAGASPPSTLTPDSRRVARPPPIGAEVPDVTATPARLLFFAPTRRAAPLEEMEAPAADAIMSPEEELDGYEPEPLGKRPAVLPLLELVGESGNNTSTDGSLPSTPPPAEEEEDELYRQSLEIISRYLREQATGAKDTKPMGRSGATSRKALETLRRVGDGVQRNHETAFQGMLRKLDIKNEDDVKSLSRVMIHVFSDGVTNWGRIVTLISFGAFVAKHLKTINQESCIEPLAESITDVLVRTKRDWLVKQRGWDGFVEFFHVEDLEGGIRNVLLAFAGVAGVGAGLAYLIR
# Mcl1-Bid inh: Mcl-1/Bid interaction inhibition | TR-FRET Mcl-1/Bid-Dy647 peptide binding, 1536-well | inhibition, % at 21.7 µM | hit rate 0.97% among 220,000 | AID 1021;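 active = compounds that cut the binding signal by more than half at the single screening dose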;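 note: His-tagged Mcl-1 with europium anti-His antibody binding Bid BH3 peptide; 0% = Mcl-1 plus peptide wells and 100% = peptide-only wells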
# Active calls of the source: *. This is a subset; rates above refer to the full screens.
SMILES,Avidin bead fluor,Pf gamet viab,Mcl1-Noxa inh,Mcl1-Bid inh
CC(/C=C/c1ccccc1)=N/NC(=O)Cn1nnc(N)n1,8,-34,-14,-11
CN1CCc2c(sc3c2C(=O)NC(/C=C\c2ccccc2)N3)C1 (stereo not drawn),8,12,12,-34
CCN1C(=O)N(S(=O)(=O)c2ccc(C)cc2)[C@@H](c2ccccc2)C(C(=O)OC)=C1C,10,-9,4,-27
Cc1onc(-c2c(F)cccc2Cl)c1C(=O)N1CCSCC1,9,8,-1,6
Oc1ccc(/C=N\Nc2nncc(-c3ccccc3)n2)cc1,14,11,17,-45
CCOc1ccc(CCNC(=O)c2cc(C)nn2-c2ccccc2)cc1,11,-5,-4,-30
CCOC(=O)c1sc(Nc2cccc(Cl)c2)nc1C,2,-4,6,0
NC(=O)CC(NC(=O)c1ccc(Br)cc1)c1ccc(NCc2ccc(F)cc2)c([N+](=O)[O-])c1 (stereo not drawn),7,4,8,-30
O=C(CNC(=O)c1ccco1)N=Nc1c(O)n(CCc2ccccc2)c2ccccc12,4,-3,15,-26
Cc1cc(C(=O)NC2CCCCC2)on1,8,1,-1,-57
CC1(C)CCc2cc(-c3ccn(S(=O)(=O)c4ccccc4Cl)n3)ccc2O1,6,0,-7,-4
COCCN(C(=S)Nc1ccc(C)cc1)C(C)c1ccco1 (stereo not drawn),9,21,8,-128
O=C(COC(=O)/C=C/c1ccc([N+](=O)[O-])cc1)NCc1ccco1,6,-5,2,-8
Cc1ccc(C(=O)N/C(=C\c2ccc(C)o2)C(=O)O)cc1,8,-19,-3,-19
CCOc1cc(/C=N/n2c(C)nnc2C)ccc1O,9,-4,1,-12
CCCCOP(=O)(c1ccc(N(C)C)cc1)C(O)c1ccc(OC)c(OC)c1 (stereo not drawn),7,9,3,-11
NS(=O)(=O)c1cccc(NC(=O)CSc2nnnn2-c2ccccc2)c1,7,-19,-1,-49
COc1cc(CN2CCC(CO)(Cc3cccc(C(F)(F)F)c3)CC2)ccc1F,3,7,-6,-15
Nc1nc(NCc2ccco2)nc(Nc2ccc(F)cc2)c1[N+](=O)[O-],5,13,0,-9
O=C(Nc1cccc(Cl)c1)Nc1ccccc1C(=O)O,3,-6,-14,3
CCC(=O)c1ccc(SC(=O)N(C)C)cc1O,5,-15,3,-17
COC(=O)CNC(=O)C(Cc1c[nH]c2ccccc12)NC(=O)Oc1ccccc1 (stereo not drawn),6,-7,5,-60
Nc1cccc(/C=C/C(=O)O)c1,5,15,6,-91
C/C(CC(=O)Nc1ccc(Cl)cc1C(F)(F)F)=N\NC(=O)c1cccs1,6,12,-12,-19
Cc1noc(C)c1S(=O)(=O)Nc1ccc(O)c2c(=O)cc(-c3ccccc3Cl)oc12,8,-8,-19,-51
CC(=O)NC1=NN(C(C)=O)C2(S1)C(=O)N(CC(C)C)c1ccc(C)cc12 (stereo not drawn),23,-16,-1,-13
Clc1ccc(-c2csc(Nc3cccnc3)n2)cc1,8,9,-3,-30
CCN1CCN(C(=O)NCc2ccccc2)CC1,6,-5,28,13
CC(C)N1CCC(N2CCN(Cc3ccc4nonc4c3)CC2CCO)CC1 (stereo not drawn),4,-1,3,-36
CC1=NOC(=O)/C1=C\c1ccccc1,7,-23,2,-53
CC(NC(=O)c1ccccc1F)c1ccccc1 (stereo not drawn),6,-16,-8,-20
CC(=O)c1cccc(CN2CCN(C3CCCCC3)C(CCO)C2)c1 (stereo not drawn),6,34,0,-9
CSc1sc(C(=O)N(C)C)c2c1S(=O)(=O)N(C)c1ccccc1-2,15,8,9,-3
COc1cc2c(cc1OC)CN(C(=O)c1cccc(S(=O)(=O)N(C)C)c1)CC2,9,-8,-10,-27
Cc1cc(C)cc(NC(=S)N(C)C)c1,3,7,11,-19
Cc1ccc(NC(=O)Cn2cnc3cc([N+](=O)[O-])ccc3c2=O)c(Cl)c1,4,-18,22,-29
CN1CCN(c2nc3c(c(=O)[nH]c(=O)n3C)n2CCSc2nnnn2-c2ccccc2)CC1,5,10,-12,-86
O=C(O)C1CSC(c2ccc3c(c2)OCO3)N1 (stereo not drawn),12,18,7,-24
CN(C(=O)c1cc2c(s1)-c1ccccc1S(=O)(=O)C2)c1ccccc1,9,-6,7,0
COc1cccc(CNC(=O)CCC2CCCN(Cc3ccc4c(c3)CCO4)C2)c1 (stereo not drawn),5,17,0,-23
CCOC(=O)CC/C(C)=N\N=C1\SC(CC(=O)O)C(=O)N1c1ccccc1 (stereo not drawn),3,1,5,-2
CC1=C([N+](=O)[O-])C(c2ccccc2C(F)(F)F)NC(=O)N1C (stereo not drawn),8,10,-12,-16
COc1ccccc1NC(=O)N1c2ccccc2NC(=O)CC1C (stereo not drawn),6,-14,-5,0
N/C(=N\OC(=O)c1cccc2ccccc12)c1ccccn1,6,-6,-9,-8
Nc1ccc2nc(SCc3ccccc3F)sc2c1,11,7,-20,-81
S=c1[nH]nc(-c2cccc(Cl)c2)n1/N=C/c1ccc(-c2ccccc2Br)o1,6,-1,72*,46
Cc1cc(Cl)ccc1OCCCC(=O)OCC(=O)c1c(N)n(C)c(=O)n(C)c1=O,7,1,-7,2
O=C(NC(=O)c1c(Cl)cccc1Cl)Nc1ccc(Oc2cccnc2)nc1,7,-7,-1,-1
COc1ccc(Cl)cc1C(=O)NCc1ccco1,6,-3,-7,-28
Cc1ccc(-c2csc3nc(C(C)C)oc(=O)c23)c(C)c1,7,-11,4,-31
CCc1c(C(=O)OCc2ccccc2)[nH]c(C)c1C,2,21,0,-22
Cn1ncc(S(=O)(=O)Cc2ccccc2)c(Cl)c1=O,4,14,68*,-5
COc1ccc(NC(=O)c2c([N+](=O)[O-])c(C(C)(C)C)nn2C)cc1,5,-8,2,-30
COc1ccc2oc(N)c(C=O)c(=O)c2c1,6,-2,12,-13
COC(=O)CCCC1=CC2=C(c3ccccc3)C(=O)C(C)(OC(=O)C3CCCC3)C(=O)C2=CN1CCCCO (stereo not drawn),9,-41,5,-35
O=C(C(c1ccccc1)c1ccccc1)N1CC[C@@]2(O)CCCC[C@H]2C1,6,-9,-13,-8
COc1cc(C(F)(F)F)c(C(=O)N(C)Cc2cccc(Cl)c2)cn1,6,-10,12,-5
O=C(N/N=C/c1ccc(O)cc1)c1cc(C23CC4CC(CC(C4)C2)C3)[nH]n1,6,-2,9,-48
O=C(N/N=C/C(Br)=C/c1ccccc1)c1cnccn1,12,20,16,-5
CN(C)/C=C1\N=C(c2cccnc2Oc2ccc(Cl)cc2)OC1=O,9,2,6,-6

# Next section.
SMILES,Avidin bead fluor,Pf gamet viab,Mcl1-Noxa inh,Mcl1-Bid inh
COc1cc([N+](=O)[O-])cc(/C=N/NC(=O)CSc2ccccn2)c1O,7,2,-85,-101
OCCN1CCN(CC#CCC(c2ccccc2)c2ccccc2)CC1,6,-9,11,1
C(=N\Nc1nc2ccccc2[nH]1)/c1cccc2cccnc12,5,-27,-44,-132
COc1ccc(CCn2c(O)c(C=Nc3cccc(F)c3)c(=O)[nH]c2=O)cc1OC,7,18,-22,4
CC1CCCCC12NC(=S)N(c1ccccc1)N2 (stereo not drawn),9,-3,-5,-14
Cc1ccsc1C(=O)Nc1nc2ccccc2[nH]1,3,-6,9,-23
O=Nc1c(O)n(Cc2ccccc2)c2ccccc12,8,24,-12,-1
CCOC(=O)Cn1nc(C)c(NC(=O)COc2ccc(C)c(C)c2)c1C,8,-6,3,-42
CC(C)Cc1ccc(C(C)C(=O)Nc2ccccc2O)cc1 (stereo not drawn),2,6,4,-35
COC(=O)CC1(c2ccc(OC)cc2)C(=O)c2ccccc2C1=O,6,14,2,-6
CC1(c2nnc(-c3ccc(Cl)cc3)o2)CC(c2ccc([N+](=O)[O-])cc2)=NO1 (stereo not drawn),9,18,-2,-17
CC(=O)c1cnn(-c2c(Cl)cc(Cl)cc2Cl)c1C,9,11,-10,10
O=C(/C=C/c1ccc2c(c1)OCCO2)c1ccccc1,3,5,5,-9
O=C(O)CNc1nc(-c2ccccc2)nc2c1oc1ccccc12,7,12,0,-16
O=C(C1=NN[C@@H]2C(=O)N(c3cccc(F)c3)C(=O)[C@H]12)c1cnccn1,7,12,10,-26
Cc1cc(NS(=O)(=O)c2ccc(NC(=S)NC(=O)c3ccncc3)cc2)no1,5,7,5,-89
Cc1ccccc1NC(=S)N/N=C/c1ccc(O)cc1O,9,-10,60*,-256
COc1ccc(-c2c(NC(=O)c3ccco3)n(-c3ccc(C)cc3)nc(C)c2=O)cc1,2,-1,10,-32
NC(=O)C1CCN(C(=O)c2ccc(Oc3cc(Cl)cc(Cl)c3)o2)CC1,6,1,-20,-4
C=CCn1c(SCC(=O)c2ccc(O)c(O)c2)nnc1-c1cccnc1,14,4,58*,-36
Cc1cc(NC(=O)/C=C\C(=O)O)c([N+](=O)[O-])cc1C,9,-11,26,10
O=C(Nc1ccc(S(=O)(=O)Nc2nccs2)cc1)C1=NN(c2ccccc2)C(=O)CC1,8,12,37,-32
CCOc1ccc(CC(=O)N/N=C/c2cccnc2)cc1,10,-6,7,-4
Cc1cc(C)c2c(C)[nH]nc2n1,7,-15,-10,-17
O=C(/C=C/c1ccc(F)cc1)NC(=S)N1CCN(c2ccccn2)CC1,4,-16,21,-98
O=C(O)c1cccc(-c2ccc(/C=N/Nc3ccc([N+](=O)[O-])cc3)o2)c1,7,-14,23,-51
Cc1ccc(C)n1-c1nn(S(=O)(=O)c2cccc3cccnc23)c2cccc(F)c12,8,3,-5,-113
CC(=O)c1sc(C(C)(C)C)cc1NC(=O)CCC(=O)O,11,-4,13,11
CC(C)(C)C(=O)OCc1nc(-c2ccc(C(F)(F)F)cc2)cs1,7,22,0,-7
CCOC(=O)c1c(C)oc2c1c1c(c3ccccc32)OCN(CCCC(=O)O)C1,5,22,53*,-21
Cc1ccc(Nc2nc(=O)c3cc([N+](=O)[O-])ccc3s2)cc1,10,-4,7,-75
CC(=O)/C(N=Nc1ccc(C(=O)O)cc1[N+](=O)[O-])=C(\C)O,7,-8,18,2
COc1ccc(C(=O)Nc2cccc(/C=C(\CCC(=O)O)c3nc4ccccc4s3)c2)cc1,7,-7,85*,-61
CC1CN(c2nc3ccccn3c(=O)c2/C=C(\C#N)C(=O)N2CCOCC2)CC(C)O1 (stereo not drawn),3,0,-10,-24
O=C(c1ccc(N2CCCC2)c([N+](=O)[O-])c1)N1CCN(CCO)CC1,11,-15,15,-6
COc1ccc(-c2cn3ccccc3n2)cc1,8,23,17,-70
C/C(=N\NC(=O)c1cccc([N+](=O)[O-])c1)c1ccco1,18,0,-19,-26
CCN(CCS(=O)(=O)c1ccc(Cl)cc1)C(=O)Nc1ccc(Cl)cc1,7,-4,-23,0

# Screening results deposited in PubChem by several laboratories.
